# ARNT-TACC3 inh – disrupts binding between human ARNT and TACC3 | 0.66% of 390,000 active | inhibition, % at 9.99 µM | AlphaScreen His-ARNT PAS-B/GST-TACC3 binding, luminescence; TACC3 fragment carries E629A point mutation | AID 623870 | Q9Y6A5;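 active means mean inhibition of replicates at least 50% and at least half of replicates each reaching 50%; inconclusive means half or more replicates reach 50% but mean below 50%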;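 further: 0% = complete ARNT plus TACC3 wells and 100% = ARNT alone without TACC3; many hits fall short of the cut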
# SIRT5 block – sirtuin-5 (human) deacylase inhibition. Q9NXA8. Purified SirT5, succinyl-peptide AMC, trypsin-coupled fluorescence. inhibition, % at 15 µM. 1.1% of 330,000 active. AID 652115; in the data active means inhibition above about 15%; inconclusive means no clear call, values can overlap the other calls
# Target sequence (Q9NXA8 whole entry, looked up): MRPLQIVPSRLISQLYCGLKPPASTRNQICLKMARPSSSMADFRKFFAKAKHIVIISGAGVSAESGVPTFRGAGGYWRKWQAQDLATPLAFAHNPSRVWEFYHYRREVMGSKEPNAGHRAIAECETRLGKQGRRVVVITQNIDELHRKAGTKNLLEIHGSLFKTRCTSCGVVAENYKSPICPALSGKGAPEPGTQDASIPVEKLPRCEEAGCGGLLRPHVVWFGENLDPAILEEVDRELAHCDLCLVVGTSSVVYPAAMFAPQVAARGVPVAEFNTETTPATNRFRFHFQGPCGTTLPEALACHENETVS
# LGR2 antag – Drosophila LGR2 receptor signaling inhibition. HEK293 LGR2, CRE-luciferase, bursicon-stimulated, 4 h. inhibition, % at 9.99 µM. 0.35% of 380,000 active. AID 720647;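 active means drop in luminescence signal, shown as inhibition above about 50% in the replicate tests, limit read from the data, passing the limit was not always enough; inconclusive means probably only some replicates passing the limit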;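 further: agonist challenge used bursicon conditioned medium at about half maximal strength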
# DENV2 CPE rescue – DENV2-induced cell death inhibition. AID 651640. 1.7% of 350,000 active. DENV2-infected cells, cytopathic effect rescue, plate reader. CPE inhibition, % at 9.99 µM; in the data active means CPE inhibition above about 20%, passing the limit was not always enough; inconclusive means no clear call, values can overlap the other calls; tested in BHK-21 cells;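 further: 0% = median of neutral control wells and 100% = median of positive control wells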
# PAX8 inh HTS – PAX8 transcriptional activity inhibition. RMG-I TPO-luciferase reporter, SteadyGlo, 24 h. inhibition, % at 12.6 µM. 1.2% of 360,000 active;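 active means mean replicate inhibition at least 60% with every replicate also reaching 60%; inconclusive means only one of the two criteria is met; inactive means mean below 60% and not all replicates reaching 60%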;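 further: luciferase light reporting Pax8 driven TPO promoter activity; plate controls were median of neutral control wells for no effect and mitoxantrone controls for full effect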
# Casp6 inh – caspase-6 (human) enzyme inhibition; purified caspase-6, Z-VEID-R110 cleavage fluorescence; inhibition, % at 12.5 µM; 0.53% of 350,000 active; AID 686996;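 active means mean inhibition across replicates at least about 35%, with every replicate also reaching that limit, limit read from the data; inconclusive means only one of the two criteria met; inactive means neither criterion met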;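 further: 0% = median of neutral control wells and 100% = no fluorescence left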
# Target sequence (P55212 24-179 limits assumed): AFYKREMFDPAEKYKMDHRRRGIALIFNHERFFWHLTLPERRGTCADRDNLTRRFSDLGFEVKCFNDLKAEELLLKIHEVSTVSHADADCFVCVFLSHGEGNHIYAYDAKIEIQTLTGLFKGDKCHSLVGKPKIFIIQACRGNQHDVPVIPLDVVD
# Target sequence (P55212 194-293 limits assumed): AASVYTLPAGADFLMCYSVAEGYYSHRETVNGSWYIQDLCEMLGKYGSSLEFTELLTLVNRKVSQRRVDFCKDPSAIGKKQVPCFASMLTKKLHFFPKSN
# EWS-Fli inh – EWS/Fli transcriptional activity inhibition | A673 NR0B1-luciferase reporter, viability-normalised | AID 651661 | 0.67% of 350,000 active | inhibition, % at 12.6 µM;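 active means mean inhibition of at least 50% after viability correction, with every replicate also passing that limit; inconclusive means mean reaches 50% but only one of two replicates passes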;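 further: firefly luciferase signal divided by Alamar Blue viability fluorescence both relative to DMSO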
# Numbers without * were called inactive; u = inconclusive; x = not tested or not shown; & = joins results of further samples. This is a random part of the collection. About 4.9% of those tested had a hit in this group.
SMILES,ARNT-TACC3 inh,SIRT5 block,LGR2 antag,DENV2 CPE rescue,PAX8 inh HTS,Casp6 inh,EWS-Fli inh
CN1CCN(C(=O)c2cccc(S(=O)(=O)N3CCCC3)c2)CC1,x,1.9,4.2,-10.6,2.5,-4.8,-0.6
O=C(c1ccccn1)N1C[C@H]2[C@@H](c3ccccc31)[C@H](CO)N2C(=O)c1ccccn1,20.5,x,-9.6,-2.8,-0.2,x,5.8
O=S(=O)(c1ccccc1)c1nc(NCc2ccccc2)sc1Cl,-15.8,x,5.9,3.3,31.8,-0.2,13.9
O=C(c1cc2ccccc2oc1=O)N1CCN(c2ccc(N3CCOCC3)nn2)CC1,1.4,1.4,5.1,1.5,4.9,1.9,-9.9
C[C@H]1CN([C@@H](C)CO)C(=O)c2cc(NC(=O)Cc3cn(C)c4ccccc34)ccc2O[C@H]1CN(C)C(=O)Nc1ccccc1,-0.4,-7.9,14.5,0.7,28.2,-2.9,-6.5
C/C=C/c1cnc2c(c1)C(=O)N([C@@H](C)CO)C[C@@H](C)[C@@H](CN(C)C(=O)CN1CCOCC1)O2,-5.9,6.3,2.2,17.1,x,-0.8,-10.7
COc1ccc(NC(=O)c2ccc(-n3cccn3)c([N+](=O)[O-])c2)cc1,3.7,1.5,-46.9,-0.7,-6.4,4.5,-16.4
O=C(O)c1ccccc1-c1ccc([N+](=O)[O-])cc1Cl,x,-1.5,-5.9,-2.9,9.8,-0.6,7.5
CCCCCCCCN1C(=O)[C@H](CC(=O)N2CCN(C(=O)C3CC3)CC2)C[C@@]2(C(=O)OCC)CCCC=C12,x,5.3,15.1,7.2,-12.1,6.9,9.6
C[C@H]1CN([C@@H](C)CO)C(=O)c2cc(C#CC3(O)CCCC3)cnc2O[C@H]1CN(C)Cc1ccccn1,-2.2,-2.5,2.4,-1.2,-3.9,-1.7,-0.9
Cc1ccc(NC(=O)COC(=O)[C@H](C)NC(N)=O)c(C)c1,-1.5,-0.1,0.9,-3.8,1.5,-0.2,6.7
Cc1ccc(S(=O)(=O)Nc2c(C)cc([N+](=O)[O-])cc2C)cc1,-4.3,-1.5,4.2,-7.1,24.9,3.9,-2.2
Cc1ccccc1S(=O)(=O)N1C[C@H](O)COC[C@@H]2O[C@H](CC(=O)NCc3ccccc3Cl)CC[C@H]21,8.9,x,-3.0,-3.7,5.9,x,4.7
CCCC#Cc1ccc([C@@H]2[C@@H](CO)N3CCCCN(Cc4ccncc4)C[C@H]23)cc1,6.0,-1.0,-2.4,46.6*,-7.0,1.3,3.3
Cc1csc(C(=O)O)c1-c1c(C)csc1C(=O)O,21.8,-1.9,x,-0.9,-17.8,-3.1,-3.3
Cc1ccc(NC(=O)CN2C(=O)NC(Cc3ccccc3)C2=O)c(Br)c1 (centres undefined),-4.8,-4.9,7.9,-0.2,10.7,-2.7,14.4
CCCN1C(=O)/C(=C\C=C2\N(CC)c3ccccc3C2(C)C)SC1=S,-6.5,-3.1,11.0,-0.2,14.6,-4.6,-26.8
COc1ccc(NS(=O)(=O)c2ccc(SC)cc2)cc1,2.0,1.3,13.0,-6.1,x,1.5,13.7
O=C(NCC1(N2CCCCC2)CCCCC1)c1cccc(S(=O)(=O)Nc2ccccc2Cl)c1,2.3,-2.6,-9.6,1.0,9.2,0.8,2.5
O=C(CO/N=C/c1ccc(OC(F)F)cc1)NC1CCCC1,-2.4,-2.2,27.5,-4.3,1.5,1.8,18.7
NC(=O)CCN(C(=O)c1cccc(S(=O)(=O)N2CCc3ccccc32)c1)c1ccccc1,-4.1,1.3,21.5,-4.9,26.6,-0.5,3.3
O=C(Nc1ccc(C(=O)N2CCCC2)cc1)c1cc(F)c(F)cc1Cl,x,x,-21.1,16.8,-14.4,-0.4,-15.9
C[C@@H]1CN([C@H](C)CO)S(=O)(=O)c2ccc(C3=CCCC3)cc2O[C@H]1CN(C)CC1CCCC1,5.1,6.3,4.3,0.0,4.3,1.4,-19.5
CCc1nnc(NC(=O)c2cccc(S(=O)(=O)N3CCN(C(C)=O)CC3)c2)s1,-2.6,1.9,x,4.9,8.0,10.1,3.4
O=C(NCCc1ccc2c(c1)OCCO2)c1cc(S(=O)(=O)N2CCCC2)ccc1Br,-5.3,-1.5,13.7,-3.9,-3.5,21.1,5.2
CS(=O)(=O)N(CC(=O)N1CCc2ccccc2C1)Cc1ccccc1,12.2,-6.7,5.9,1.9,x,3.0,6.4
CCC(=O)N1[C@H](CO)[C@@H](c2ccc(-c3cccc(F)c3)cc2)[C@H]1CNC(C)=O,0.7,x,-10.3,4.8,2.5,x,-4.8
COCCN=c1scc(C)n1/N=C/C1CC2C=CC1C2 (centres undefined),30.3,-5.7,-19.7,x,-12.2,-5.3,0.7
NS(=O)(=O)c1cccc(NC(=O)CCN2C(=O)C3CCCCC3C2=O)c1 (centres undefined),-2.4,0.6,7.1,5.4,15.0,3.2,-7.8
Cc1cc(Nc2ccc(C)c(C)c2)n2nc(C)nc2n1,0.7,x,10.4,1.6,9.8,-0.8,8.4
CC(C)C(OC(=O)CN1C(=O)c2ccccc2C1=O)C(=O)NC1CCCCC1 (centres undefined),-6.2,-3.0,0.8,3.3,-9.2,-1.2,3.4
O=C(C1CCOCC1)N1CC[C@@H]2[C@H](CO)Nc3ccc(-c4cccc(F)c4)cc3[C@@H]21,-0.5,-2.3,-6.6,u,-1.4,-3.1,-0.3
CCCCNC(=O)CCCCCNS(=O)(=O)c1ccc(Br)cc1,-1.8,-5.1,15.2,-1.9,-5.6,-1.9,3.5
CC(C)=CCCC(C)=CCN1C(=O)CN(C)C1=O,x,x,-11.0,4.2,-1.7,2.9,1.1
CCCn1nc(NC(C)=O)c2cc3cccc(C)c3nc21,-21.0,-0.1,18.2,6.7,-21.4,3.1,7.7
O=C(O)c1ccc(N2C(=O)c3cccc4cccc(c34)C2=O)cc1,-3.1,-3.9,2.2,0.5,-6.0,-0.9,1.8
CO[C@H]1CC[C@H]2CCOc3ccc(C#N)cc3C(=O)N(C)CC3(CCCCC3)CC(=O)N(C)C[C@H]1O2,0.3,x,-4.4,x,0.3,x,-0.2
Cc1cccc(CCNC(=O)CCS(=O)(=O)c2cc3c(cc2C)NC(=O)CO3)c1,-1.9,-5.1,x,-0.1,8.1,-3.8,1.4
CN1C(=O)c2cc(NC(=O)c3cscn3)ccc2OC[C@@H]2O[C@@H](CC(=O)N3CCCCC3)CC[C@H]21,-11.5,1.8,23.2,u,7.4,-4.1,-0.4
CCc1ccc(/C=C2/Sc3ccccc3N(CC(=O)NCC3CCCO3)C2=O)cc1 (centres undefined),x,-1.0,-4.9,-4.8,6.4,2.7,-33.0

# Ordered by the number under LGR2 antag (ascending): 3 of the compounds above.
smiles | ARNT-TACC3 inh | SIRT5 block | LGR2 antag | Casp6 inh
CO[C@H]1CC[C@H]2CCOc3ccc(C#N)cc3C(=O)N(C)CC3(CCCCC3)CC(=O)N(C)C[C@H]1O2 | 0.3 | x | -4.4 | x
CC(C)C(OC(=O)CN1C(=O)c2ccccc2C1=O)C(=O)NC1CCCCC1 (centres undefined) | -6.2 | -3.0 | 0.8 | -1.2
COc1ccc(NS(=O)(=O)c2ccc(SC)cc2)cc1 | 2.0 | 1.3 | 13.0 | 1.5

# Carrying on:
SMILES,ARNT-TACC3 inh,SIRT5 block,LGR2 antag,DENV2 CPE rescue,PAX8 inh HTS,Casp6 inh,EWS-Fli inh
Cc1ccc(-c2nnc(-c3ccc(NC(=O)c4cccs4)cc3)o2)cc1,-5.1,2.3,-4.3,3.8,x,0.1,17.5
C[C@@H]1CCCCO[C@@H](CN(C)C(=O)c2ccccc2)[C@@H](C)CN([C@@H](C)CO)C(=O)c2cc(NS(=O)(=O)c3cccs3)ccc2O1,-7.7,-1.3,-24.8,10.3,-0.2,-0.6,3.4
O=C(C[C@@H]1CC[C@@H]2[C@H](COC[C@H](O)CN2C(=O)Nc2cccc(Cl)c2)O1)N1CCCCC1,-0.9,-5.4,-10.8,-2.9,-24.2,7.0,-43.0
O=C(CSc1c2c(nc3ccc(Cl)cc13)CCCC2)N1CCN(C(=O)c2ccco2)CC1,-1.1,0.0,16.9,0.3,31.8,1.9,20.7
CC=Cc1ccc2n(c1=O)C[C@H]1[C@H](CO)[C@@H](C(=O)NCc3ccccc3)N(CCC(F)(F)F)[C@@H]21 (mixture of isomers),0.2,-3.0,3.4,11.8,-0.3,1.7,-4.3
S=c1[nH]nc(Cc2ccccc2)n1-c1cccc2ccccc12,x,1.0,9.9,4.1,-5.2,3.1,0.7
C[C@H](CO)N1C[C@H](C)[C@@H](CN(C)S(=O)(=O)c2ccccc2)Oc2c(NC(=O)c3ccc(-c4nccs4)cc3)cccc2C1=O,2.4,3.5,1.5,7.4,-8.8,1.4,5.0
COC(=O)C[C@@H]1C[C@@H]2c3cc(NS(=O)(=O)c4cccc(OC)c4)ccc3O[C@@H]2[C@H](CO)O1,-3.0,-17.9,0.6,-0.8,-19.4,1.4,3.3
CC(C)[C@H](NC(=O)[C@@H]1Cc2c([nH]c3ccccc23)C2c3ccccc3C(=O)N21)C(=O)NCC1CCCO1 (some centres undefined),-12.5,2.1,-3.7,19.8,x,-1.4,7.9
O=C1CCCN1CCC(=O)N1CCCC(Nc2ccc(F)cc2)C1 (centres undefined),-20.7,-2.6,5.3,-6.7,x,3.8,1.8
Cc1ccc(Cl)cc1N1CCN(C(=O)Cc2ccc(-n3c(=O)[nH]c4ccsc4c3=O)cc2)CC1,x,-3.3,12.3,2.6,4.5,-3.4,0.2
C[C@H](NC(=O)C[C@H]1C[C@@H]2c3cc(NC(=O)C4CCC4)ccc3O[C@@H]2[C@H](CO)O1)c1ccccc1,-7.5,-1.1,8.9,-1.3,1.4,0.6,1.8
O=C(Nc1ccccc1F)c1csc([C@@H]2C[C@H](O)[C@@H](CO)O2)n1,x,1.8,-12.4,-0.2,-1.1,4.4,-2.0
CSc1ccccc1C(=O)NCC(c1ccco1)N1CCCCC1 (centres undefined),-8.0,-2.6,x,-9.8,10.7,1.5,2.8
COC(=O)N(C)C[C@@H]1OCc2cnnn2CCCC(=O)N([C@H](C)CO)C[C@H]1C,8.7,-3.5,-16.6&-11.0,4.9&12.3,-2.0&-14.2&-4.7,3.9&5.7,0.5&4.9&-5.6
C[C@@H]1CN([C@@H](C)CO)C(=O)c2cc(NC(=O)CCCCCC(=O)Nc3ccccc3N)ccc2O[C@H]1CN(C)S(C)(=O)=O,x,x,0.2,17.4,3.8,-1.7,-13.3
C[C@@H]1CN([C@@H](C)CO)C(=O)c2cc(-c3cncnc3)cnc2O[C@H]1CN(C)C(=O)Nc1ccc2c(c1)OCO2,-7.2,-0.9,17.3,47.0*,x,-1.3,7.9
C[C@@H]1CCCCO[C@H](CN(C)C(=O)Nc2ccc(C(F)(F)F)cc2)[C@H](C)CN([C@H](C)CO)C(=O)c2cc(NS(=O)(=O)c3cccs3)ccc2O1,-5.7,1.3,8.4,-5.1,59.1,0.8,15.5
COCCn1c(=NC(=O)CCS(=O)(=O)c2ccccc2)sc2ccccc21,-0.6,-2.3,-1.0,5.5,10.9,-0.2,-3.0
C[C@H](CO)N1C[C@H](C)[C@H](CN(C)C(=O)C2CCC2)Oc2cc(C#CC3CC3)ccc2S1(=O)=O,8.4,1.0,-9.3,-10.6,x,1.2,9.1
C[C@@H]1CN([C@@H](C)CO)C(=O)c2cc(-c3ccc(C(=O)N(C)C)cc3)cnc2O[C@@H]1CN(C)C(=O)C1CC1,-26.0,-1.3,-6.6,-0.7,x,-2.2,-19.4
Cc1oc(-c2ccccc2)nc1C(=O)O,1.2,-4.4,2.9,-5.0,0.9,2.1,-7.7
COc1ccc(C(C)C)cc1S(=O)(=O)N1CCN(c2ccccc2)CC1,0.8,-3.3,25.3,0.9,28.4,2.4,14.3

# From PubChem
